PKA-R2B activ – activators of PKA-R2B holoenzyme, primary screen, biochemical, fluorescence polarization, Cy5-IP20, human; PKA-R2B holoenzyme dissociation; R2B truncated from residue 108, S112A mutant; 0% DMSO only, 100% 113 µM cGMP; cAMP-dependent protein kinase catalytic subunit beta (Homo sapiens) + cAMP-dependent …; 0.079% of 340,000 active; activation, % at 11.4 µM;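 active means activation above a cutoff set at the mean over all compounds plus 3 SD, cut at about 18% in these data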;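 further: higher means more holoenzyme dissociation and a rise in polarization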
Target sequence (P31323 whole entry, looked up, other chains not shown, the tested form may be a part): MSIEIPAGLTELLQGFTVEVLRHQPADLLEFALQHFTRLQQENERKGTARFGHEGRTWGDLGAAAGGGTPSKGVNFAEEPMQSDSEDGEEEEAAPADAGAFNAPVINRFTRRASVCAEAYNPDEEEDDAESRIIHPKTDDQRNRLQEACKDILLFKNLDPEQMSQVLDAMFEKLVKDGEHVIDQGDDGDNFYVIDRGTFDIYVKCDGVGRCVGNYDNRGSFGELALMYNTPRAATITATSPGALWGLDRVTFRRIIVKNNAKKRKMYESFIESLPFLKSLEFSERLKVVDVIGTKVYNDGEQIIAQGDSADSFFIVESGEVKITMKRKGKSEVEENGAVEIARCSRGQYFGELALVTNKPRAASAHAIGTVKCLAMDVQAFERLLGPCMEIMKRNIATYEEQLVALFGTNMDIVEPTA
HTR5A ag – HTR5A agonists in luminescence cell assay, primary screen, counter-screen for OPRM1-OPRD1 heterodimer agonist project, full-deck HTS; AID 504692, 2011; cell-based; 5-hydroxytryptamine receptor 5A (Homo sapiens), P47898; activation, % at 9.3 µM; 0.61% of 340,000 active; in the data active means activation mostly above about 9.5%, no sharp cut-off; inactive means mostly below about 7.6%;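 further: 0% = cells with vehicle only and 100% = reference agonist; strong numbers were not always called active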
Target sequence (P47898 whole entry, looked up): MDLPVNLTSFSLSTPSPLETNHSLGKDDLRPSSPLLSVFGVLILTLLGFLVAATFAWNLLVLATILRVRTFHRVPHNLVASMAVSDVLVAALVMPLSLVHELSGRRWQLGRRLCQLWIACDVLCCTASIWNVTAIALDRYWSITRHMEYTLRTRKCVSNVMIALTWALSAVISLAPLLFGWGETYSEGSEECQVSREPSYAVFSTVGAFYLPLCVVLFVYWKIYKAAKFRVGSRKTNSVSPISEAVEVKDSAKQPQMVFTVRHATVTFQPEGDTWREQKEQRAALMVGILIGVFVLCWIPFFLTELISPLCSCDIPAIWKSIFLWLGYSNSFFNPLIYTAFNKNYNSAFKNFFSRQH
DAGLB inhibitor – DAGLB lipase inhibitors, primary screen, biochemical, fluorescence, HTS; inhibition, % at 5.17 µM; HEK293T DAGLB membrane lysate, EnzChek fluorogenic substrate; Diacylglycerol lipase-beta (Homo sapiens), Q8NCG7; AID 504411, 2011; 0.059% of 340,000 active; in the data active means inhibition above about 34%;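 further: 0% = enzyme with vehicle and 100% = wells lacking enzyme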
V-ATPase pH – regulators of yeast V-ATPase proton pumping, primary screen, pHLuorin cytosolic pH fluorescence; 0.37% of 350,000 active; S. cerevisiae; response, % at 10 µM; in the data active means response mostly above about 7.3%, no sharp cut-off; inactive means mostly below about 5.4%; further: actives read high; inactives centre near 0; some compounds called inactive have numbers as strong as hits; reference of the scale not given here
Arrestin-AP2 inh – inhibitors of beta-arrestin/AP2 binding, primary screen, biochemical, GPCR trafficking, flow cytometry; 0.31% of 340,000 active; beta-arrestin 1 C-terminal peptide binding to AP2 beta2-adaptin appendage (human); inhibition, % at 10 µM; FITC-arrestin peptide / GST-AP2 beads; AP2 beta2 appendage carries R879A mutation;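 active means inhibition above a set limit, near 3 SD of compounds lacking own fluorescence, cut at about 54% in these data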;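 further: plate controls were DMSO wells for no effect and 5 µM unlabelled arrestin peptide for full effect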
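System: GST-AP2 R879A glutathione beads; medium: PBS, Tween 20 0.05%, BSA 0.1%; reagent: fluorescein-tagged arrestin peptide at 50 nM final; schedule: pre-incubation 12 min, peptide binding 1 h, room temperature; detection: flow cytometry, FL1 (488/535 nm); read-out: inhibition as reduced fluorescein signal on beads, percent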
OPRM1-OPRD1 inv – inverse agonists of MOR-DOR heterodimerization, primary screen, cell-based, luminescence | Mu-type opioid receptor (Homo sapiens) + Delta-type opioid receptor (Homo sapiens), … | 0.21% of 340,000 active | AID 504357, 2011 | inhibition, % at 9.3 µM | cell-based MOR-DOR heterodimer luminescence, inverse agonism; in the data active means inhibition above about 22%, passing the limit was not always enough;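 further: 0% = cells with DMSO and 100% = wells without cells with DMSO; values of inactives mirror those of a sister screen read the other way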
MOR-DOR ag – agonists of OPRM1-OPRD1 heterodimerization, primary screen, cell-based, luminescence | cells | activation, % at 9.3 µM | 0.3% of 340,000 active | AID 504326, 2011; in the data active means activation above about 18%;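 further: 0% = vehicle-treated cells and 100% = reference agonist; values of inactives mirror those of a sister screen read the other way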
PKA-R1A activ – activators of PKA-R1A holoenzyme, primary screen, biochemical, fluorescence polarization, Cy5-IP20, bovine R1A, mouse PKAc | cAMP-dependent protein kinase type I-alpha regulatory subunit (Bos taurus) + … | PKA-R1A dissociation; scaled: DMSO 0%, 113 µM cGMP 100% | activation, % at 11.4 µM | 0.083% of 340,000 active;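 active means percent activation above the mean of all tested compounds plus 3 SD, cut at about 19% in these data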;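 further: higher means more PKAc released from R1A so a rise in polarization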
DSG3 Ab inh – inhibitors of pemphigus antibody binding to DSG3, primary screen, biochemical, bead-based, flow cytometry, scFv-GFP; Desmoglein-3 (Homo sapiens), P32926; DSG3-coupled beads, scFv-anti-DSG3-GFP binding; hits give low values; binding (percent of control), % at 10 µM; 0.48% of 310,000 active;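 active means binding more than 3 SD below its plate's average and above zero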;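 further: hits lower antibody fragment binding to DSG3; some compounds called inactive have numbers as strong as hits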
HTR5A inv ctr – HTR5A inverse agonists in luminescence cell assay, primary screen, counter-screen for OPRM1-OPRD1 heterodimer inverse agonist project, full-deck HTS. inhibition, % at 9.3 µM. HTR5A cell line, inverse agonism. 5-hydroxytryptamine receptor 5A (Homo sapiens), P47898. AID 504634, 2011. 0.083% of 340,000 active; in the data active means inhibition mostly above about 23%, no sharp cut-off; inactive means mostly below about 18%;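 further: 0% = cells with DMSO and 100% = no-cell wells with DMSO; some compounds called inactive have numbers as strong as hits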
Numbers without * were called inactive; nt = no result given; & = joins results of further samples.

SMILES	PKA-R2B activ	HTR5A ag	DAGLB inhibitor	V-ATPase pH	Arrestin-AP2 inh	OPRM1-OPRD1 inv	MOR-DOR ag	PKA-R1A activ	DSG3 Ab inh	HTR5A inv ctr
O=c1[nH]c(=O)n(-c2ccccc2)c2c1C(C(F)(F)F)(C(F)(F)F)N=C(CCC1CCCCC1)N2	-10	2	1	-3	-5	0	-0.1	-3	116	-10
Oc1ccc(-c2nc3c4c(ncn3n2)-c2ccccc2CC42CCCC2)cc1	1	-3	-4	-2	28	-2	0.3	1	97	9
CCC12CN3CC(CC)(CN(C1)C3c1ccc([N+](=O)[O-])o1)C2=O (configuration not stated)	-5	-1	0	1	-2	12	-2.2	-12	97	2
CCOC(=O)N1CCN(C(=O)CSC2=NS(=O)(=O)c3cc(F)ccc3N2)CC1	-7	-1	4	0	-8	9	-1.4	-10	108	4
CC1CCCCC1NC(=O)CCS(=O)(=O)c1ccc2c(c1)NC(=O)CO2 (configuration not stated)	2	-2	0	-1	-2	8	-1.6	4	101	-5
c1ccc(-c2nc3cnccn3c2Nc2ccc3c(c2)OCCO3)cc1	-4	6	4	3	1	11	-1.8	-24	nt	7
Cc1ccc(S(=O)(=O)N2CCCOC2CNC(=O)C(=O)NCCN2CCOCC2)cc1 (configuration not stated)	-3	0	2	-6	-8	0	-0.1	-12	69	-7
CC1CCCC(N2CCN(C(=O)c3ccccc3F)CC2)C1 (configuration not stated)	-4	3	-1	-1	1	6	-1.3	10	93	4
C/C=C/c1ccc(OCC(=O)Nc2cc(S(=O)(=O)N3CCOCC3)ccc2N2CCCC2)c(OC)c1	-9	-2	-2	1	34	4	-0.6	-6	87	5
CC1=CC2=NC(=O)/C(=C\c3ccc(-c4cccc(Cl)c4)o3)C(=N)N2O1	5	4	3	7	9	-5	0.7	4	82	-32
CCCn1c(=O)c(C#N)cn(C2CC2)c1=O	-6	3	-4	-4	20	18	-3.6	-6	107	-36
CC1=NN(c2nc(-c3ccccc3)cs2)C(=O)C1N=Nc1ccccc1 (configuration not stated)	-10	2	0	2	-18	16	-3.0	-2	100	8
O=S(=O)(CCN1C=CC(C(F)(F)F)=NCC1)c1ccc(Cl)cc1Cl	4	-2	-1	-1	4	7	-1.4	6	nt	-4
COc1ccc(C(=O)OC(C)CN2CCN(C)CC2)cc1OC (configuration not stated)	3	-1	3	-75	9	4	-0.6	7	108	-6
CCOc1ccccc1CNc1nnnn1C	2	5	1	0	0	-8	1.5	-5	111	-69
Cn1c(SCC(=O)O)nnc1C1CCCCC1	4	-3	3	1	9	-6	0.9	-2	102	7
N#Cc1cccc(NC(=O)CCc2ccc(S(=O)(=O)N3CCOCC3)cc2)c1	0	-1	-2	-3	-13	13	-2.7	-2	128	2
CC(C)C(=O)Nc1cccc(C(=O)Nc2ccc(S(=O)(=O)Nc3nccs3)cc2)c1	4	4	3	0	-3	6	-1.0	-1	102	-1
O=C1CC(=C(c2ccccc2)c2ccccc2)C(=O)N1CCCCN1CCN(c2cccc(Cl)c2)CC1	14	-3	45*	2	5	-2	0.3	-7	109	0
O=C(COc1ccccc1)Nc1ccc(S(=O)(=O)Nc2ncccn2)cc1	6	-3	0	-3	-19	12	-2.2	-10	99	7
CCCCc1ccc(S(=O)(=O)NCCc2ccncc2)cc1	-2	2	-3	0	0	0	0.0	-9	100	20
COc1cccc(CNC(=O)CN(C)S(=O)(=O)c2cnc[nH]2)c1	0	0	0	10	13	-11	2.0	-5	108	1
C=CCNC(=O)c1cc2c(=O)n3ccccc3nc2s1	-8	2	-2	-1	-7	13	-2.7	4	112	-6
Cc1[nH]n(-c2ccccc2)c(=O)c1/C=N/NC(=O)c1cccc(F)c1	3	0	3	-1	1	1	-0.2	-5	95	-1
O=C(O)c1c2c(nc3ccc(Cl)cc13)CCC2	-2	3	0	1	-11	15	-3.2	-2	93	-8
NC(=O)c1ccc(OCC(F)(F)F)nc1	-5	-2	-2	7	-13	17	-3.5	-6	nt	-31
CCNC(=S)Nc1c(C)n(C)n(-c2ccccc2)c1=O	-1	-4	2	0	-8	11	-2.4	0	100	10
C/C(=N\NC(=O)CNc1cccc(C)c1)c1ccc(Br)s1	-13	25*	-2	-1	-1	2	-0.3	-1	88	-131
CN(C)/C=C/C(=O)C(F)(F)F	-1	4	0	7	35	7	-1.5	12	102	-12
O=C(COC(=O)c1ccccc1[N+](=O)[O-])NNC(=O)c1cccs1	-4	16*	0	-1	2	7	-1.3	-3	109	-3
O=C(Cn1cnc2c(nnn2-c2ccccc2)c1=O)NCc1ccc(F)cc1	6	0	0	0	26	-3	0.6	6	88	0
CC1(NC(=O)Cc2csc(-c3ccc(Cl)cc3)n2)CCS(=O)(=O)C1 (configuration not stated)	-5	0	-6	0	0	13	-3.5	10	nt	4
CCN(CC)c1ccc(/C=C2\NC(=O)NC2=O)cc1	1	-1	-2	-1	8	12	-2.3	1	81	8
CCCc1cc(=O)[nH]c(SCC(=O)Nc2ccc(C)cc2)n1	-8	-2	2	0	-1	16	-3.5	2	100	6
Cc1cccc(-c2ccc3[nH]c4c(c3c2)CCN2C[C@H]3[C@H](C)ON(C)[C@H]3C[C@@H]42)c1	7	nt	-2	-1	nt	nt	nt	-3	nt	nt
CN(C)S(=O)(=O)c1ccc(NC(=O)c2cc(F)c(F)cc2Cl)cc1	6	-2	0	0	5	-2	0.3	-1	99	5
O=C(NC1CCCCCCC1)c1ccccc1O	-1	-2	-5	-1	23	-7	1.6	-8	nt	-14
Cc1cccc(N/N=C(\C(N)=O)C2=NC(C)(C)Cc3ccccc32)c1	-11	-2	10	1	55*	-22	4.2	-17	102	6
COc1ccc2[nH]c(C)c(CCNC(=S)Nc3cc(C)ccc3C)c2c1	-12	2	1	-1	-4	15	-2.8	-13	-16*	-6
Cc1cc(=O)n2[nH]cnc2n1	-2	-1	0	-2	-5	9	-1.8	-7	nt	28
Cc1cc(C)c(OCC(O)CNC(C)(C)C)c(C)c1 (configuration not stated)	-5	-4	-2	-3	-7	4	-0.6	-14	101	11
Cc1ccc(S(=O)(=O)CCC(=O)OCC(=O)Nc2cc(C)on2)cc1	-1	1	-7	-3	10	10	-1.9	2	nt	-10
O=C(c1cc(-c2cccc(Cl)c2)on1)N1CCCC1	4	5	-3	-1	1	-9	1.7	2	99	-14
CN(C)c1ccc(C(=O)C(O)c2ccc(C(C)(C)C)cc2)cc1 (configuration not stated)	3	5	2	0	4	4	-1.0	7	111	-4
Cc1cc(NC(=O)CCC(=O)N(c2ccccc2)C(C(=O)NC2CCCC2)c2ccc(F)cc2)no1 (configuration not stated)	7	-2	-1	-2	26	7	-1.1	6	nt	-1
Cc1cc(SCC(=O)O)nc2ccccc12	-5&-1	-1&3	-5&1	2&1	19&-3	12&18	-2.2&-3.5	-8&0	111&99	-7&-7
CN1CCNC(=O)C1CC(=O)NCCC1=CCCCC1 (configuration not stated)	-6	10	0	1	0	9	-1.7	-3	102	-11
Cc1cc(C(=O)NNC(=O)[C@H](C)NC(=O)c2ccc(Br)cc2)c(C)o1	-8	6	-4	-1	-2	7	-1.8	-6	104	-14
C=C[C@@H]1c2cccc(C)c2N(S(=O)(=O)c2ccc(C)cc2)[C@H](c2ccc(OC(C)=O)cc2)C1(C#N)C#N	-1	5	-8	-1	4	-3	0.4	-10	99	-12
CCc1nnc(NC(=O)CSc2nnc(CCc3nc4ccccc4[nH]3)n2C)s1	-8	-1	-1	-4	-1	13	-2.3	4	104	2
Cc1cc(C(=O)NCc2ccccc2)c(=O)[nH]c1C	8	-1	0	4	6	7	-1.5	10	98	11
O=C(NCc1ccccn1)c1ccc(Cl)c(S(=O)(=O)Nc2ccccc2C(=O)NCc2ccccn2)c1	-2	-3	2	1	16	2	-0.4	-2	98	8
Cc1oncc1-c1csc(-c2ccccc2Cl)n1	-2	-2	-13	0	-4	-15	2.9	-12	98	-1
O=C1CCCc2nc(N3CCN(Cc4ccccc4)CC3)ncc21	5	-2	0	2	-6	17	-3.5	9	87	6
Cc1ccc(CCNC(=O)C2CCC(CNc3c(N4CCC(C)CC4)c(=O)c3=O)CC2)cc1 (configuration not stated)	6	4	0	2	4	5	-0.8	5	102	-12
Cc1noc(C)c1COc1ccccc1C(=O)N(C)CC(=O)Nc1ccc(Cl)c(Cl)c1	8	9	-9	-1	15	2	-0.3	-6	102	-23
Cc1nnc(SCC(=O)NCc2cccs2)n1-c1ccccc1	14	1	1	6	16	-3	0.6	-6	99	-25
Cc1cc(SCC(=O)NCCCN2CCCC2=O)nc2ccccc12	-3	7	-4	-2	-3	10	-2.6	6	nt	-17
O=C(COc1ccc(Cl)cc1Cl)NC(=S)N1CCCc2ccccc21	9	2	1	1	15	5	-0.9	2	95	0
CN(C1CCCCC1)S(=O)(=O)c1ccc(NC(=O)Cn2nc(-c3ccc(F)cc3)ccc2=O)cc1	0	4	1	3	0	-14	2.1	-4	89	16

Complete entries, quoted from the list. Order of screens: PKA-R2B activ	HTR5A ag	DAGLB inhibitor	V-ATPase pH	Arrestin-AP2 inh	OPRM1-OPRD1 inv	MOR-DOR ag	PKA-R1A activ	DSG3 Ab inh	HTR5A inv ctr
Shown for Cc1oncc1-c1csc(-c2ccccc2Cl)n1 → -2	-2	-13	0	-4	-15	2.9	-12	98	-1
Shown for O=C(NCc1ccccn1)c1ccc(Cl)c(S(=O)(=O)Nc2ccccc2C(=O)NCc2ccccn2)c1 → -2	-3	2	1	16	2	-0.4	-2	98	8

More records follow:
SMILES	PKA-R2B activ	HTR5A ag	DAGLB inhibitor	V-ATPase pH	Arrestin-AP2 inh	OPRM1-OPRD1 inv	MOR-DOR ag	PKA-R1A activ	DSG3 Ab inh	HTR5A inv ctr
C=CCn1c(SCC(=O)NCCc2ccccc2)nc2c([nH]c3ccccc32)c1=O	2	5	0	-3	-12	16	-3.2	-5	98	-13
O=C(Nc1ccc(S(=O)(=O)Nc2ncccn2)cc1)c1ccc(N2CCCC2=O)cc1	5	4	1	1	1	1	-0.1	1	96	2
O=C1CCC(C(=O)N2CCC(CO)(Cc3ccc(Cl)cc3)CC2)=NN1	-6	-1	1	-1	2	16	-3.0	4	102	4
COC(=O)c1ccccc1NC(=O)CSc1ccc(C)cc1	1	-2	-10	0	22	-16	2.7	2	nt	9
CN1CCN(C(=O)c2ccc(CS(=O)(=O)c3c(Cl)cccc3Cl)o2)CC1	0	10	0	-3	12	17	-3.5	3	107	-29
